# Screening data: PubChem, The Scripps Research Institute Molecular Screening Center
# ULK1 primary: blocks human autophagy kinase ULK1; AlphaScreen Atg13 phosphorylation by ULK1, luminescence; inhibition, % at 5.96 µM; 1.9% of 30,000 active; in the data active = inhibition above about 43%;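 note: 0% = median of compound wells and 100% = no enzyme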
# Target sequence (O75385 whole entry, looked up): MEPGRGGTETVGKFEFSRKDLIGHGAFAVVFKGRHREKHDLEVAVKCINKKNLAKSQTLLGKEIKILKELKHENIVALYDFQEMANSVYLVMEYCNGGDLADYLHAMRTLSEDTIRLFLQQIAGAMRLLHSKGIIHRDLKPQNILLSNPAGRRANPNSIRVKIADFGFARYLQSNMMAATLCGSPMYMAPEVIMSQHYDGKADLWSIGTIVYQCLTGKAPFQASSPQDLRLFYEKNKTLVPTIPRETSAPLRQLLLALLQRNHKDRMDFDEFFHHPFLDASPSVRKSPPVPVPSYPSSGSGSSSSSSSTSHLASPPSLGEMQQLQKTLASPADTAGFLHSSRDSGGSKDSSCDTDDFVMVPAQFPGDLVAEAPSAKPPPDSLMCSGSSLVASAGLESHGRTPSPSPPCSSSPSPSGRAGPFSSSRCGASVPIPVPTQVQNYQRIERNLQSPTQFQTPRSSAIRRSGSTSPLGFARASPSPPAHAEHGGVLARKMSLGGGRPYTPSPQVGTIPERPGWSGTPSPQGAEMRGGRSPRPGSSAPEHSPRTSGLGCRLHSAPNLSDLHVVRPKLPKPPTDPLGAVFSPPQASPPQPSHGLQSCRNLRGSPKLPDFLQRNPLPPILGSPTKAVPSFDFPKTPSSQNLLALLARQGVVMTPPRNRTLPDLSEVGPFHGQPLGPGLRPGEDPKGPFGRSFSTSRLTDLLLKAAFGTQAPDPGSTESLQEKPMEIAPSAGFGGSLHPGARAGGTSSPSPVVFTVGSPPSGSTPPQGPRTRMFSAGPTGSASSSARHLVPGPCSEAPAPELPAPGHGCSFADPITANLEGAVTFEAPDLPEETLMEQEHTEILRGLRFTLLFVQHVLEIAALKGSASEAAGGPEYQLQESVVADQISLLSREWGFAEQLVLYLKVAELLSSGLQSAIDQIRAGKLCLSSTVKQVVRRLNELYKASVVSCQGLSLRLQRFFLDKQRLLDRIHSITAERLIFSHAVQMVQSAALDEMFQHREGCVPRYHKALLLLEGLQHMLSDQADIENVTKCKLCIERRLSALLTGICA
# ASK1 inh: inhibitors of human ASK1 kinase. inhibition, % at 7.44 µM. 0.99% of 22,000 active. Q99683. AlphaScreen MKK6 phosphorylation by ASK1, luminescence; in the data active = inhibition above about 35%;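 note: 0% = median of compound wells and 100% = no enzyme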
# Numbers without * were called inactive; · = not tested or not shown. Some of the compounds tested; count on the stated rates, not on these rows.
COc1ccc(C(=O)NCc2ccc(OCCN(C)C)cc2)cc1OC
  ULK1 primary: -0.2
  ASK1 inh: ·

Cc1oc(=O)oc1CN1CCN(c2cc3c(cc2F)c(=O)c(C(=O)O)c2n3C(C)S2)CC1 (stereo not drawn)
  ULK1 primary: -6.6
  ASK1 inh: ·

CC(C(=O)O)c1ccc(C(=O)c2cccs2)cc1 (stereo not drawn)
  ULK1 primary: 11.4
  ASK1 inh: ·

CC(O)CN(C)C (stereo not drawn)
  ULK1 primary: 10.4
  ASK1 inh: ·

CCN(CC)CCNC(=O)c1cc(Cl)c(N)cc1OC
  ULK1 primary: -0.8
  ASK1 inh: ·

C/C=C(/C(=C/C)c1ccc(OC(C)=O)cc1)c1ccc(OC(C)=O)cc1
  ULK1 primary: 2.2
  ASK1 inh: ·

Cc1ccccc1C(=O)Nc1ccc(C(=O)N2CCCC(O)c3cc(Cl)ccc32)c(C)c1 (stereo not drawn)
  ULK1 primary: -2.5
  ASK1 inh: ·

CCCNC(C)C(=O)Nc1c(C)csc1C(=O)OC (stereo not drawn)
  ULK1 primary: -1.5
  ASK1 inh: ·

O=C(CCNNC(=O)c1ccncc1)NCc1ccccc1
  ULK1 primary: 5.2
  ASK1 inh: ·

Cc1c(NC(=O)c2cccnc2)c(=O)n(-c2ccccc2)n1C
  ULK1 primary: 7.5
  ASK1 inh: ·

CC(C)C(=O)Nc1cccc(C(F)(F)F)c1
  ULK1 primary: 3.1
  ASK1 inh: ·

OCCN1CCN(CCCN2c3ccccc3Sc3ccc(Cl)cc32)CC1
  ULK1 primary: -12.0
  ASK1 inh: ·

Nc1nnnn1-c1ccccc1
  ULK1 primary: -1.9
  ASK1 inh: ·

CCOC(=O)N1CCC(Nc2ccc(Cl)cc2N)CC1
  ULK1 primary: 13.5
  ASK1 inh: ·

CN1CCOC(c2ccccc2)c2ccccc2C1 (stereo not drawn)
  ULK1 primary: 6.8
  ASK1 inh: ·

CN(C)CCOC(C)(c1ccccc1)c1ccccn1 (stereo not drawn)
  ULK1 primary: 2.4
  ASK1 inh: ·

O=C1CC2(CCCC2)CC(=O)N1
  ULK1 primary: -10.2
  ASK1 inh: ·

Cc1c(I)c(=O)n(-c2ccccc2)n1C
  ULK1 primary: -1.2
  ASK1 inh: ·

CC(=O)NC(Cc1ccccc1)C(=O)O (stereo not drawn)
  ULK1 primary: -5.3
  ASK1 inh: ·

COC(=O)c1nc(Cl)c(Cl)nc1N
  ULK1 primary: -1.2
  ASK1 inh: ·

c1cc(OCCN2CCCCC2)cc(-c2n[nH]c3ccc(-c4ncn[nH]4)cc23)c1
  ULK1 primary: 44.9*
  ASK1 inh: -12.2

CCOC(=O)c1ccc(N)cc1
  ULK1 primary: -7.9
  ASK1 inh: ·

CCN(CC)CCn1c(=O)c(Cc2ccc(OC)cc2)nc2ccccc21
  ULK1 primary: 4.6
  ASK1 inh: ·

COc1ccc(-n2nc(CCC(=O)N(C)O)cc2-c2ccc(Cl)cc2)cc1
  ULK1 primary: -82.2
  ASK1 inh: ·

CC(=O)Nc1ccc(C(=O)O)cc1
  ULK1 primary: 9.6
  ASK1 inh: ·

COCCCOc1cc(C[C@@H](C[C@H](N)[C@@H](O)C[C@H](C(=O)NCC(C)(C)C(N)=O)C(C)C)C(C)C)ccc1OC
  ULK1 primary: 9.5
  ASK1 inh: ·

OC(C#CCN1CCCC1)(c1ccccc1)c1ccccc1
  ULK1 primary: 9.5
  ASK1 inh: ·

O=C(O)c1ccc[n+]([O-])c1
  ULK1 primary: -0.9
  ASK1 inh: ·

CCOC(=O)C(=O)CCc1ccccc1
  ULK1 primary: -12.8
  ASK1 inh: ·

NC(=O)c1cn(Cc2c(F)cccc2F)nn1
  ULK1 primary: -2.8
  ASK1 inh: ·

Cc1cc(-c2ccccc2)nnc1NCCN1CCOCC1
  ULK1 primary: 16.8
  ASK1 inh: ·

CC(=O)c1ccc(S(=O)(=O)NC(=O)NC2CCCCC2)cc1
  ULK1 primary: 2.6
  ASK1 inh: ·

CN(C(=O)CCCOc1ccc2[nH]c(=O)ccc2c1)C1CCCCC1
  ULK1 primary: -11.6
  ASK1 inh: ·

CN1CCN(C(c2ccccc2)c2ccccc2)CC1
  ULK1 primary: 4.4
  ASK1 inh: ·

CN1CCN(CCC(=O)N2c3ccccc3Sc3ccc(C(F)(F)F)cc32)CC1
  ULK1 primary: -2.8
  ASK1 inh: ·

CC1COc2c(N3CCN(C)CC3)c(F)cc3c(=O)c(C(=O)O)cn1c23 (stereo not drawn)
  ULK1 primary: 0.6
  ASK1 inh: ·

Nc1nc(OCc2cc(Br)cs2)c2[nH]cnc2n1
  ULK1 primary: 26.4
  ASK1 inh: ·

CC12CCC(CC1)C(C)(C)O2
  ULK1 primary: -16.9
  ASK1 inh: ·

COC(=O)c1ccc(O)cc1
  ULK1 primary: -1.9
  ASK1 inh: ·

C=CC1=C(C(=O)O)N2C(=O)[C@@H](NC(=O)/C(=N\O)c3csc(N)n3)[C@H]2SC1 (stereo in doubt)
  ULK1 primary: 3.8
  ASK1 inh: ·

COc1ccc(/C=C/C(=O)Nc2ccccc2C(=O)O)cc1OC
  ULK1 primary: 8.9
  ASK1 inh: ·

O=C(CCN1CCC(c2ccccc2)C1)c1ccc2c(c1)OCCO2 (stereo not drawn)
  ULK1 primary: 0.3
  ASK1 inh: ·

O=C(NCCc1c[nH]c2ccccc12)c1cccnc1
  ULK1 primary: -7.7
  ASK1 inh: ·

Cc1cc(NS(=O)(=O)c2ccc(N)cc2)nc(C)n1
  ULK1 primary: 3.3
  ASK1 inh: ·

COc1ccc(C(=O)CC(=O)c2ccc(C(C)(C)C)cc2)cc1
  ULK1 primary: 0.8
  ASK1 inh: ·

Cn1c(=O)c2[nH]c(Br)nc2n(C)c1=O
  ULK1 primary: 1.1
  ASK1 inh: ·

CCC1Nc2cc(Cl)c(S(N)(=O)=O)cc2S(=O)(=O)N1 (stereo not drawn)
  ULK1 primary: 8.4
  ASK1 inh: ·

CC(=O)c1ccc2c(c1)N(CCCN(C)C)c1ccccc1S2
  ULK1 primary: 4.5
  ASK1 inh: ·

C[C@@H](N)C1CCC(C(=O)Nc2ccncc2)CC1 (stereo partly drawn)
  ULK1 primary: 63.6*
  ASK1 inh: 14.6

Nc1ncnc2c1ncn2Cc1c(F)cccc1Cl
  ULK1 primary: 8.9
  ASK1 inh: ·

# Already shown: 19 of the compounds above.
COc1ccc(C(=O)NCc2ccc(OCCN(C)C)cc2)cc1OC
  ULK1 primary: -0.2
  ASK1 inh: ·

Cc1oc(=O)oc1CN1CCN(c2cc3c(cc2F)c(=O)c(C(=O)O)c2n3C(C)S2)CC1 (stereo not drawn)
  ULK1 primary: -6.6
  ASK1 inh: ·

CC(C(=O)O)c1ccc(C(=O)c2cccs2)cc1 (stereo not drawn)
  ULK1 primary: 11.4
  ASK1 inh: ·

CC(O)CN(C)C (stereo not drawn)
  ULK1 primary: 10.4
  ASK1 inh: ·

CCN(CC)CCNC(=O)c1cc(Cl)c(N)cc1OC
  ULK1 primary: -0.8
  ASK1 inh: ·

C/C=C(/C(=C/C)c1ccc(OC(C)=O)cc1)c1ccc(OC(C)=O)cc1
  ULK1 primary: 2.2
  ASK1 inh: ·

Cc1ccccc1C(=O)Nc1ccc(C(=O)N2CCCC(O)c3cc(Cl)ccc32)c(C)c1 (stereo not drawn)
  ULK1 primary: -2.5
  ASK1 inh: ·

CCCNC(C)C(=O)Nc1c(C)csc1C(=O)OC (stereo not drawn)
  ULK1 primary: -1.5
  ASK1 inh: ·

O=C(CCNNC(=O)c1ccncc1)NCc1ccccc1
  ULK1 primary: 5.2
  ASK1 inh: ·

Cc1c(NC(=O)c2cccnc2)c(=O)n(-c2ccccc2)n1C
  ULK1 primary: 7.5
  ASK1 inh: ·

CC(C)C(=O)Nc1cccc(C(F)(F)F)c1
  ULK1 primary: 3.1
  ASK1 inh: ·

OCCN1CCN(CCCN2c3ccccc3Sc3ccc(Cl)cc32)CC1
  ULK1 primary: -12.0
  ASK1 inh: ·

Nc1nnnn1-c1ccccc1
  ULK1 primary: -1.9
  ASK1 inh: ·

CCOC(=O)N1CCC(Nc2ccc(Cl)cc2N)CC1
  ULK1 primary: 13.5
  ASK1 inh: ·

CN1CCOC(c2ccccc2)c2ccccc2C1 (stereo not drawn)
  ULK1 primary: 6.8
  ASK1 inh: ·

CN(C)CCOC(C)(c1ccccc1)c1ccccn1 (stereo not drawn)
  ULK1 primary: 2.4
  ASK1 inh: ·

O=C1CC2(CCCC2)CC(=O)N1
  ULK1 primary: -10.2
  ASK1 inh: ·

Cc1c(I)c(=O)n(-c2ccccc2)n1C
  ULK1 primary: -1.2
  ASK1 inh: ·

CC(=O)NC(Cc1ccccc1)C(=O)O (stereo not drawn)
  ULK1 primary: -5.3
  ASK1 inh: ·

# Following part:
Cn1c(O)c(N=NC(N)=S)c2ccccc21
  ULK1 primary: 11.7
  ASK1 inh: ·

c1ccc(CC2=NCCN2)cc1
  ULK1 primary: 1.5
  ASK1 inh: ·

COc1ccc(S(=O)(=O)N2c3ccc(Cl)cc3[C@](O)(c3ccccc3Cl)[C@@H]2C(=O)N2CCC[C@H]2C(N)=O)cc1OC
  ULK1 primary: 8.1
  ASK1 inh: ·

Cc1nc2ccccn2c(=O)c1CCN1CCC(C(=O)c2ccc(F)cc2)CC1
  ULK1 primary: 9.9
  ASK1 inh: ·

CCOc1ccccc1C(N)=O
  ULK1 primary: -9.8
  ASK1 inh: ·

Cn1c(=O)c2c(ncn2CC2OCCO2)n(C)c1=O
  ULK1 primary: -13.3
  ASK1 inh: ·

C1CCC(C(CC2CCCCN2)C2CCCCC2)CC1 (stereo not drawn)
  ULK1 primary: -0.7
  ASK1 inh: ·

Cc1nc(-c2ccc(Cl)cc2)oc1COC(C)(C)C(=O)O
  ULK1 primary: -6.4
  ASK1 inh: ·

NC(N)=NCCC[C@H](N)C(=O)O
  ULK1 primary: -6.3
  ASK1 inh: ·

O=C(c1ccc(F)cc1)C1CCN(CCn2c(=O)[nH]c3ccccc3c2=O)CC1
  ULK1 primary: 3.6
  ASK1 inh: ·

c1ccc(CN(CC2=NCCN2)c2ccccc2)cc1
  ULK1 primary: -7.4
  ASK1 inh: ·

COc1ccccc1N1CCN(CCCNc2cc(=O)n(C)c(=O)n2C)CC1
  ULK1 primary: -4.4
  ASK1 inh: ·

CC(COc1ccccc1)NC(C)C(O)c1ccc(O)cc1 (stereo not drawn)
  ULK1 primary: 10.2
  ASK1 inh: ·

CCN(CC)CCOC(=O)C1(c2ccccc2)CCCC1
  ULK1 primary: 1.8
  ASK1 inh: ·

CCCn1cnc2c1c(=O)n(CCCCC(C)=O)c(=O)n2C
  ULK1 primary: -2.2
  ASK1 inh: ·

COc1cc2c(cc1OC)C(=O)C(CC1CCN(Cc3ccccc3)CC1)C2 (stereo not drawn)
  ULK1 primary: 9.9
  ASK1 inh: ·

CCC(C)n1ncn(-c2ccc(N3CCN(c4ccc(OCC5COC(Cn6cncn6)(c6ccc(Cl)cc6Cl)O5)cc4)CC3)cc2)c1=O (stereo not drawn)
  ULK1 primary: 2.8
  ASK1 inh: ·

CC[N+](C)(CC)CCOC(=O)C(O)(c1ccccc1)C1CCCCC1 (stereo not drawn)
  ULK1 primary: 9.2
  ASK1 inh: ·

CCCCC(O)c1ccccc1 (stereo not drawn)
  ULK1 primary: 3.9
  ASK1 inh: ·

C[C@]12CCC(=O)C=C1CC[C@@H]1[C@@H]2CC[C@@]2(C)[C@H]1CC[C@]2(O)C(=O)CO
  ULK1 primary: -3.8
  ASK1 inh: ·

Cc1ccc(S(=O)(=O)NC(=O)NC2CCCCCCC2)cc1
  ULK1 primary: 2.5
  ASK1 inh: ·

CCOc1ccc(C(=O)OCCN(CC)CC)cc1
  ULK1 primary: -1.2
  ASK1 inh: ·

# Ordered by count of non-hydrogen atoms (high to low): three of the compounds above.
Cc1nc2ccccn2c(=O)c1CCN1CCC(C(=O)c2ccc(F)cc2)CC1
  ULK1 primary: 9.9
  ASK1 inh: ·

COc1cc2c(cc1OC)C(=O)C(CC1CCN(Cc3ccccc3)CC1)C2 (stereo not drawn)
  ULK1 primary: 9.9
  ASK1 inh: ·

c1ccc(CC2=NCCN2)cc1
  ULK1 primary: 1.5
  ASK1 inh: ·
